BAZ2B inh = qHTS Assay for Inhibitors of BAZ2B | AlphaScreen BAZ2B-H3K14Ac peptide displacement | Bromodomain adjacent to zinc finger domain protein 2B (Homo sapiens), Q9UIF8 | Potency, µM (series often up to 114 µM), for the others: at the highest dose activity change, negative = inhibition, actives largely listed as inhibitors | AID 504333, 2011 | 360,000 compounds, 4.4% hits; further: potency means the concentration at half of the fitted maximal effect; on the % scale 0 is the no-effect control and ±100 the full control effect; nearly all actives have a fitted effect of over 60% in size
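Compounds, titrated to a top concentration of 110 uM, were incubated 30 min at room temperature with preformed BAZ2B/acetyl-K14 H3 peptide complex (50 nM each). Proximity signal was measured by AlphaScreen after 20 min with beads.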
RGS4 inhibitor = Inhibitors of Regulator of G Protein Signaling (RGS) 4: qHTS | 390,000 compounds, 0.039% hits | Regulator of G-protein signaling 4 (Homo sapiens), P49798 | Transcreener GDP fluorescence polarization, RGS4-accelerated GTP hydrolysis | Potency, µM (titrated, usually from 114 µM), inactives show at the top dose activity change, negative = inhibition, actives largely listed as inhibitors; further: potency means the concentration at half of the fitted maximal effect; on the % scale 0 is the no-effect control and ±100 the full control effect; nearly all actives have a fitted effect of over 75% in size; some results filed as inactive show a strong effect at the top dose
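MLSMR compounds (23 nl, pin-transferred) preincubated 10 min at room temperature with a 500nM (2x) first reagent, then RGS4 at 900nM (2x) plus Transcreener GDP mix added; fluorescence polarization (620/688 nm) read before and after 90 min at 30 °C.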
HP1b binding inh = HTS for Inhibitors of HP1-beta Chromodomain Interactions with Methylated Histone Tails; 390,000 compounds, 0.56% hits; Potency, µM (doses to about 114 µM), for inactives: at the highest dose activity change, negative = inhibition, usual class: inhibitors; AlphaScreen HP1-beta / biotin-H3K9me3 peptide binding; Chromobox protein homolog 1 (Homo sapiens), P83916; further: potency means the concentration at half of the fitted maximal effect; nearly all actives have a fitted effect of over 70% in size; inactives centre near 23
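HP1-beta protein (50 nM final) preincubated 30 min at room temperature with biotinylated H3(1-18)K9me3 peptide (50 nM) in PBS pH 7.4, 0.01% Tween-20, then compound added for 30 min. AlphaScreen streptavidin donor/nickel chelate acceptor beads (10 ug/mL final), 30 min dark, luminescence read.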
G9a block = qHTS Assay for Inhibitors of Histone Lysine Methyltransferase G9a. Histone-lysine N-methyltransferase EHMT2 (Homo sapiens), Q96KQ7. Potency, µM (top dose mostly 102 µM), for inactives: at the highest dose activity, negative = inhibition, most hits filed as inhibitors. G9a H3K9 monomethylation, AlphaScreen, 2 h. 350,000 compounds, 8.8% hits; further: potency means the concentration at half of the fitted maximal effect; on the % scale 0 is the no-effect control and ±100 the full control effect; nearly all actives have a fitted effect of over 75% in size
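Enzyme 20 nM + cpd, 15 min RT; add b-H3K9 pep 500 nM / SAM 20 uM; 2 h RT; anti-H3K9me1 Ab 0.5 ug/mL + SA donor / anti-rabbit acceptor beads 20 ug/mL each, 10 min; AlphaScreen read.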
ERG-DNA inh = qHTS for Small Molecule Inhibitors of the ERG Ets/DNA interaction. fluorescence polarization, His-ERG Ets domain / labelled DNA. Potency, µM (top dose mostly 76.9 µM), without a hit: at the highest dose FP activity, negative = inhibition, hits mostly inhibitors. 370,000 compounds, 0.028% hits. AID 624246, 2012; active means well fitted inhibition curve with a large enough effect in the polarisation, with a control signal flat; inconclusive means small, poorly fitted or top-dose-only effect, or effect the other way, or a change in a side signal; inactive means no such curve, though single readings can be large or run the other way; the % refers to the polarisation;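 further: polarization taken with two DNA probes labelled with fluorescein and Texas red; potency means the concentration at half of the fitted maximal effect; % of control where 0% means no effect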
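His-tagged ERG Ets domain (1 uM in the protein solution; 300mM KCl, 50mM Tris-HCl, 1mM EDTA, 1mM DTT, pH 7.5) received compound, then a probe mix of 5 nM fluorescein-DNA and 100nM Texas-615-DNA. Fluorescence polarization was read for both dyes.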
12-LOX inh = Primary qHTS assay for inhibitors of human arachidonate 12S-lipoxygenase (ALOX12): Round 2. purified 12hLO, xylenol orange hydroperoxide absorbance. Potency, µM (titrated, usually from 108 µM), for inactives: at the highest dose activity change, negative = inhibition, usual class: inhibitors. 580,000 compounds, 1.1% hits; further: potency means the concentration at half of the fitted maximal effect; on the % scale 0 is the no-effect control and ±100 the full control effect
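Hydroperoxide product was detected by ferrous iron/xylenol orange as the 573 to 405 nm absorbance ratio. Arachidonic acid at 40 uM (final) was turned over for 30 min at room temperature by 150 nM human 12hLO, pH 7.0 Hepes buffer, after 15 min compound preincubation.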
JMJD2A Tudor = qHTS Assay for Inhibitors of JMJD2A-Tudor Domain; AlphaScreen JMJD2A-Tudor / H3K4me3 peptide binding; Potency, µM (series often up to 114 µM), without a hit: at the highest dose activity change, negative = inhibition, actives largely listed as inhibitors; 390,000 compounds, 4.4% hits; AID 504339, 2011; further: potency means the concentration at half of the fitted maximal effect; on the % scale 0 is the no-effect control and ±100 the full control effect; nearly all actives have a fitted effect of over 50% in size
Target sequence (O75164 whole entry, looked up, the tested form may be a part): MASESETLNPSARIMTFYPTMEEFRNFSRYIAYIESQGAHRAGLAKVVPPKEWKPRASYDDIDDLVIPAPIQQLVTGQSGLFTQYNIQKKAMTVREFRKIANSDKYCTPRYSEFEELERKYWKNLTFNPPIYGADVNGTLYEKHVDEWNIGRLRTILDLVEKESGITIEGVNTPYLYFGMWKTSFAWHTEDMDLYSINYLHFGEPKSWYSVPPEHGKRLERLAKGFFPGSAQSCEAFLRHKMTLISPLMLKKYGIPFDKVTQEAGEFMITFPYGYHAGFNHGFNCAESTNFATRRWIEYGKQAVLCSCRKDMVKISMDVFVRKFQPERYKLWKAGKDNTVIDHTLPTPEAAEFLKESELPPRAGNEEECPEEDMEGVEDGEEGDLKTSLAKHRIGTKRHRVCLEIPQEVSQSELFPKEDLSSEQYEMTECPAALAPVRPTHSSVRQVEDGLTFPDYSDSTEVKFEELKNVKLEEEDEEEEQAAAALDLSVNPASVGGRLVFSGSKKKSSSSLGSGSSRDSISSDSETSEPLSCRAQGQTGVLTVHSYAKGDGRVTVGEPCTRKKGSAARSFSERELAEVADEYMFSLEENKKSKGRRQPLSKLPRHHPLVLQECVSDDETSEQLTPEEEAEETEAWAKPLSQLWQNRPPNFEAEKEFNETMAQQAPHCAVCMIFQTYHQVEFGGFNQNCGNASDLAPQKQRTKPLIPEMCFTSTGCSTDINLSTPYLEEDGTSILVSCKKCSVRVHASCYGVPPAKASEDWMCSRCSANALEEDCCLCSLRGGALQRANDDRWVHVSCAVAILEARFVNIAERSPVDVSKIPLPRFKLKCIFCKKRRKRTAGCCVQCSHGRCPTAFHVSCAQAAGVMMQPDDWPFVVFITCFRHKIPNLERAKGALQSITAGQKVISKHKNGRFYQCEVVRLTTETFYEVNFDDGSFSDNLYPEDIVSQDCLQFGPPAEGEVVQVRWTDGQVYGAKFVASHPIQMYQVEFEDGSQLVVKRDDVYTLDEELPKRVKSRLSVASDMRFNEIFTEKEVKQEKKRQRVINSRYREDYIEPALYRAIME
GLS inh = qHTS for Inhibitors of Glutaminase (GLS) | Potency, µM (top dose mostly 45.5 µM), for inactives: top-dose activity change, negative = inhibition, usual class: inhibitors | 410,000 compounds, 0.21% hits | GLS enzymatic activity, qHTS titration | AID 624170, 2012 | Glutaminase kidney isoform, mitochondrial (Homo sapiens), O94925; further: potency means the concentration at half of the fitted maximal effect; on the % scale 0 is the no-effect control and ±100 the full control effect
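Assay buffer: 45 mM KH2PO4 pH 8.2, 0.02% Tween-20. hKGA acts on L-glutamine (1 mM solution added); product glutamate is reported by an oxidase/peroxidase Amplex Red coupling, with fluorescence taken at baseline and 30 min.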
PI4K2A inh = qHTS for small molecular inhibitors of PI4K2A; Phosphatidylinositol 4-kinase type 2-alpha (Homo sapiens), Q9BTU6; purified PI4K2A, ADP-Glo luminescence, 1 h; stronger effect = lower value; 420,000 compounds, 0.13% hits; activity change, negative = inhibition, % at 76.9 µM; AID 1346378, 2018; in the data active means activity change below about -50%; inconclusive means mostly about -30% to -49%;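 further: -100% = wells without enzyme as full effect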
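In this quantitative HTS, ADP production by PI4K2A was quantified luminescently after 1 h at ambient temperature; 100 microM adenosine served as plate-quality control.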
Starred values were filed as active, the others as inactive; & = joins results of further samples; [ ] = another dose, or the depositor's remark. Unless noted, the call rests on the fitted dose curve; in most records, active means well fitted curve in the direction sought with a large enough effect; inconclusive means small, poorly fitted or top-dose-only effect, or another doubt; inactive means no such curve, though single readings can be large; an effect the other way counts as inactive or inconclusive. These rows are one share of the data, so the mix of outcomes need not match the whole.

How did COc1ccc(N2CCN(C(=O)COC(=O)c3ccccc3OCc3ccc(F)cc3)CC2)cc1 do in these assays?
BAZ2B inh: inconclusive; RGS4 inhibitor: -32%; HP1b binding inh: -10%; G9a block: 2%[0.501 µM]; ERG-DNA inh: -3%; 12-LOX inh: -11%; JMJD2A Tudor: inconclusive; GLS inh: 19%; PI4K2A inh: 1

What do the screens show for `COc1ccc(-c2cc3ccc(O)c(CN4CCC(C)CC4)c3oc2=O)cc1`?
BAZ2B inh: 45%[activator]; RGS4 inhibitor: 11%; HP1b binding inh: 48%[activator][57 µM]; G9a block: 56%[activator][59 µM]; ERG-DNA inh: -1%; 12-LOX inh: 2%; JMJD2A Tudor: inconclusive; GLS inh: 5%; PI4K2A inh: -3

Results for CCC1C(=NO)C(CC)C(c2ccccc2)NC1c1ccccc1 (configuration not stated) ?
BAZ2B inh: -27%; RGS4 inhibitor: -13%; HP1b binding inh: 28%; G9a block: 7%; ERG-DNA inh: 6%; 12-LOX inh: -2%; JMJD2A Tudor: -21%; GLS inh: -21%; PI4K2A inh: 1

What do the screens show for `COCCCNC(=S)N(CCO)Cc1cc2cc3c(cc2[nH]c1=O)OCCO3`?
BAZ2B inh: -5%; RGS4 inhibitor: 2%; HP1b binding inh: 10%; ERG-DNA inh: 7%; 12-LOX inh: -4%; JMJD2A Tudor: -3%; GLS inh: 3%; PI4K2A inh: -1

What do the screens show for `Cc1noc(C(=O)Nc2c(C)n(C)n(-c3ccccc3)c2=O)c1Cl`?
BAZ2B inh: 0%; RGS4 inhibitor: 7%; HP1b binding inh: 19%; G9a block: 21%[59 µM]; ERG-DNA inh: -4%; 12-LOX inh: -2%; JMJD2A Tudor: -10%; GLS inh: 1%; PI4K2A inh: 4

What do the screens show for `COc1cc(NC(=O)c2cccs2)ccc1NC(=O)c1cc2ccccc2o1`?
BAZ2B inh: -14%; RGS4 inhibitor: -1%; HP1b binding inh: 27%; G9a block: -40%; ERG-DNA inh: -5%; 12-LOX inh: -6%; JMJD2A Tudor: -21%; GLS inh: 1%; PI4K2A inh: 3

How did CCc1ccc(NC(=O)c2sc3nc(C)c(Cl)c(C)c3c2NC(=O)c2ccccc2)cc1 do in these assays?
BAZ2B inh: -4%; RGS4 inhibitor: 9%; HP1b binding inh: 24%; G9a block: -5%[59 µM]; ERG-DNA inh: -5%; 12-LOX inh: 3%; JMJD2A Tudor: -24%; GLS inh: -9%; PI4K2A inh: 4

What do the screens show for `Nc1ccccc1S(=O)(=O)c1ccccc1N`?
BAZ2B inh: 0%; RGS4 inhibitor: 6%; HP1b binding inh: 20%; G9a block: -3%; 12-LOX inh: 9%; JMJD2A Tudor: -9%; GLS inh: 15%; PI4K2A inh: -4

How did O=C(CCn1cnnn1)Nc1ccccc1 do in these assays?
BAZ2B inh: 10%&-6%; RGS4 inhibitor: 21%&10%; HP1b binding inh: 10%&42%; G9a block: -23%; ERG-DNA inh: -1%&-4%; 12-LOX inh: inconclusive; JMJD2A Tudor: -7%&-16%; GLS inh: 4%&-17%; PI4K2A inh: 3&-1

How did N#CC1=C2N=C(N)c3ccccc3N2C2=C(C(=O)CCC2)C1c1ccc(Cl)cc1 (configuration not stated) do in these assays?
BAZ2B inh: inconclusive; RGS4 inhibitor: 20%; HP1b binding inh: 13%; G9a block: -28%; ERG-DNA inh: 1%; 12-LOX inh: 284%[activator]; JMJD2A Tudor: inconclusive; GLS inh: 11%; PI4K2A inh: 0

What do the screens show for `CCOC(=O)c1c(NC(=S)NCC2CCCO2)sc(C)c1C` (configuration not stated)?
RGS4 inhibitor: inconclusive; HP1b binding inh: inconclusive; G9a block: 4.5µM*; ERG-DNA inh: 0%; 12-LOX inh: inconclusive; JMJD2A Tudor: inconclusive; GLS inh: inconclusive; PI4K2A inh: 5

How did CC(=O)Nc1ccc2c(c1)C(=O)N(c1cccc(C)c1)C2=O do in these assays?
BAZ2B inh: -18%; RGS4 inhibitor: 0%; HP1b binding inh: 3%; G9a block: 3%; ERG-DNA inh: -6%; 12-LOX inh: -7%; JMJD2A Tudor: 0%; GLS inh: -2%; PI4K2A inh: -8

How did COc1ccc(CNC(=O)c2cc(COc3c(F)cccc3F)on2)cc1OC do in these assays?
BAZ2B inh: 3%; RGS4 inhibitor: -4%; HP1b binding inh: 28%; ERG-DNA inh: -5%; 12-LOX inh: 4%; JMJD2A Tudor: -19%; GLS inh: 10%; PI4K2A inh: -2

What do the screens show for `CC1Sc2ccc(S(=O)(=O)CCC(=O)NC3CCCCCC3)cc2NC1=O` (configuration not stated)?
BAZ2B inh: -6%[57.1 µM]; RGS4 inhibitor: -7%; HP1b binding inh: 31%; G9a block: 8%; ERG-DNA inh: -2%; 12-LOX inh: 0%; JMJD2A Tudor: -12%; GLS inh: 6%; PI4K2A inh: 1

How did CCCCN1CC(COCc2ccccc2)Oc2cccc(Oc3ccc(C)cc3)c2S1(=O)=O (configuration not stated) do in these assays?
RGS4 inhibitor: 26%; HP1b binding inh: 66%[activator]; ERG-DNA inh: 7%; 12-LOX inh: 9%; JMJD2A Tudor: -6%; GLS inh: 4%; PI4K2A inh: -3

What do the screens show for `Cc1cc(Br)ccc1NC(=O)CCSc1ccccc1`?
BAZ2B inh: -18%; RGS4 inhibitor: -6%; HP1b binding inh: 14%; G9a block: -29%; 12-LOX inh: -12%; JMJD2A Tudor: 5%; GLS inh: 5%; PI4K2A inh: 2

How did Nc1ccccc1SC1CC(=O)N(c2ccc3c(c2)OCCO3)C1=O (configuration not stated) do in these assays?
BAZ2B inh: 2%; RGS4 inhibitor: -12%; HP1b binding inh: 9%; G9a block: 6%; ERG-DNA inh: -3%; 12-LOX inh: inconclusive; JMJD2A Tudor: -9%; GLS inh: -4%; PI4K2A inh: 4

What do the screens show for `COc1cccc(-n2c(=O)c3ccccc3n3c(=S)[nH]nc23)c1`?
BAZ2B inh: -20%; RGS4 inhibitor: -35%; HP1b binding inh: -2%; G9a block: 1.6µM*; ERG-DNA inh: 0%; 12-LOX inh: inconclusive; JMJD2A Tudor: 11µM*; GLS inh: inconclusive; PI4K2A inh: 2

Results for COc1cc(C(=O)NC2CC(C)(C)Cc3c2cnn3-c2ccccc2)cc(OC)c1OC (configuration not stated) ?
BAZ2B inh: -4%[57.1 µM]; RGS4 inhibitor: inconclusive; HP1b binding inh: -21%[57 µM]; G9a block: 18%; ERG-DNA inh: 9%; 12-LOX inh: 10%; JMJD2A Tudor: inconclusive; GLS inh: 20%; PI4K2A inh: 1

How did CN(C)C(CNC(=O)c1ccc(S(=O)(=O)Nc2ccccc2F)cc1)c1ccco1 (configuration not stated) do in these assays?
BAZ2B inh: -10%; RGS4 inhibitor: 13%; HP1b binding inh: 8%; G9a block: 14%[12.7 µM]; ERG-DNA inh: -3%; 12-LOX inh: 3%; JMJD2A Tudor: -32%; GLS inh: 3%; PI4K2A inh: -1

What do the screens show for `CCOc1ccc(C(=O)N2CCCN(C(=O)c3ccc(OCC)cc3)CC2)cc1`?
BAZ2B inh: 5%; RGS4 inhibitor: -15%; HP1b binding inh: 10%; G9a block: 32µM*; 12-LOX inh: -7%[57.4 µM]; JMJD2A Tudor: -21%; GLS inh: 11%; PI4K2A inh: 0

Screens deposited in PubChem BioAssay by National Center for Advancing Translational Sciences (NCATS).
